# Screening results (PubChem BioAssay)
# TNAP inh hi DEA: inhibitors of human TNAP at high phosphate acceptor concentration | purified TNAP, CDP-star luminescence, 1 M DEA | 200,000 tested, 0.03% active | inhibition, % at 20 µM;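 active = over 50% inhibition of tissue-nonspecific alkaline phosphatase at 20 µM in the single-dose screen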;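 note: plate controls were DMSO wells for no effect and EDTA-quenched wells as full inhibition for full effect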
# Target sequence (P05186 whole entry, looked up): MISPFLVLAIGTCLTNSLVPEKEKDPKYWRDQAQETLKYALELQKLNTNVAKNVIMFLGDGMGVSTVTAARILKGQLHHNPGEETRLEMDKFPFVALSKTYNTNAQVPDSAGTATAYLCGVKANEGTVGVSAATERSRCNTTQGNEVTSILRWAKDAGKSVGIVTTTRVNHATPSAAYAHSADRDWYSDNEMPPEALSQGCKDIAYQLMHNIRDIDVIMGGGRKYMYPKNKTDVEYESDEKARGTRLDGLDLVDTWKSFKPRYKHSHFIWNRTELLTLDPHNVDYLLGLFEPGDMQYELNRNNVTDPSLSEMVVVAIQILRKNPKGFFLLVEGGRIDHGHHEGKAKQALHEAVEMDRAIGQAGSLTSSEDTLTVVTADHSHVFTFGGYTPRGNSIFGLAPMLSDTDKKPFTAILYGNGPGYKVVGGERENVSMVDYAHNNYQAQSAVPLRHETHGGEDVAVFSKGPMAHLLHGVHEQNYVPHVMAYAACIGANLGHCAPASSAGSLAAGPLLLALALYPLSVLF
# bIAP inhibitor: intestinal alkaline phosphatase (bovine) inhibition; purified bovine IAP, CDP-star luminescence, 30 min; inhibition, % at 20 µM; 190,000 tested, under 10 active;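 active = over 50% inhibition of intestinal alkaline phosphatase at 20 µM in the single-dose screen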
#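 Assay system – bovine IAP enzyme · Quantity – bovine IAP at 1/65,000,000 final dilution · Detection – CDP-star luminescence signal · Times – 30 min reaction at room temperature · Also added – CDP-star substrate at 30 µM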
# bIAP act: intestinal alkaline phosphatase (bovine) activation. activation factor at 20 µM. purified bovine IAP, CDP-star luminescence, 30 min; hits give high values; fold of DMSO-control signal, blank-subtracted. 200,000 tested, 0.17% active;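 active = activation factor of 2 or more at 20 µM, a signal rise over negative controls twice the positive control's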
# TNAP inh no acc: blocks human TNAP activity with no phosphate acceptor present | purified TNAP, CDP-star luminescence, 30 min | 200,000 tested, 0.26% active | inhibition, % at 20 µM;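 active = tissue-nonspecific alkaline phosphatase inhibition above about 50% at 20 µM in the single-dose screen, limit read from the data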;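 note: 0% = DMSO negative control and 100% = EDTA positive control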
# Diaph act CS: activates diaphorase or chemically reduces, flagging diaphorase assay artifacts; Diaphorase/resazurin coupled assay, resorufin fluorescence, 16 min; hits give high values; 1 = vehicle wells, 0 = NADH-free wells; activation factor at 20 µM; AID 1229; 190,000 tested, 0.005% active;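 active = diaphorase activity raised at least twofold by the compound at 20 µM; inactive = activation factor below 2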
#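 Material: bacterial diaphorase enzyme (C. kluyveri); amount: enzyme 0.07 U/mL final; reagent: NADH substrate 0.114 mM plus resazurin dye 0.1 mM, final; doses: single compound dose of 20 µM, 1% DMSO final; timing: 16 min enzyme reaction, ambient temperature; measured by: fluorescence of resorufin, 544 nm excitation, 590 nm emission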
# PMI activator: activators of human phosphomannose isomerase | P34949 | purified human PMI, coupled resazurin fluorescence, 20 min; hits give high values; 1 = vehicle control, 0 substrate-free wells | activation factor at 20 µM | 190,000 tested, 0.005% active | AID 1214;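 active = activation factor of 2 or more at 20 µM, relative to plate controls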
# Target sequence (P34949 whole entry, looked up): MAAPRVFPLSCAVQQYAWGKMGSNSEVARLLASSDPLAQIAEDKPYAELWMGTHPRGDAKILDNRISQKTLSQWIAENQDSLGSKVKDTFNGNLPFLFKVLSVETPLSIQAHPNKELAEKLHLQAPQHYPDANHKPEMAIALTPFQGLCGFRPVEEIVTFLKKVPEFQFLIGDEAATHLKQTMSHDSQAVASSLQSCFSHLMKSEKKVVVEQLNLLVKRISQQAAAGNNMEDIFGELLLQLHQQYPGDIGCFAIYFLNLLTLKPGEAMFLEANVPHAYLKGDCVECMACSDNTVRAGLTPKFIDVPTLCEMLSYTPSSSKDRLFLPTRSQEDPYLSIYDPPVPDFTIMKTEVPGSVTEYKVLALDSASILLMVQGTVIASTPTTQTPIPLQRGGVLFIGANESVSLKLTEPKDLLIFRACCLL
# Diaphorase inh: diaphorase inhibition or chemical oxidation counter-screen. diaphorase resazurin-to-resorufin fluorescence, NADH, 16 min; bacterial (C. kluyveri) enzyme, not human. inhibition, % at 20 µM. 190,000 tested, 0.69% active. AID 1217;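 active = primary screen inhibition at 20 µM above a set limit, cut at about 50% in these data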;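 note: plate controls were DMSO with full reaction for no effect and wells lacking NADH for full effect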
#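 Benchmarks: positive control wells lacking NADH, neutral wells with DMSO only. System: bacterial diaphorase enzyme (C. kluyveri). Input: 0.14 U/mL diaphorase, enzyme working solution. Detection: resorufin fluorescence, excitation 544 nm, emission 590 nm. Times: 16-min room-temperature incubation before reading.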
# TNAP act hi DEA: increases human TNAP activity under high phosphate acceptor concentration | P05186 | purified TNAP, CDP-star luminescence, 1 M DEA, 30 min; hits give high values; 0 = EDTA background, 1 = DMSO-only activity | activation factor at 20 µM | 200,000 tested, under 10 active | AID 1136;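 active = activation factor at least 2 at 20 µM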
#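 Test system – human TNAP · Doses – 20 µM single point · Incubation – 30 min, room temperature · Signal – luminescent substrate turnover signal · Read-out basis – activation factor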
# L major viab: inhibitors of Leishmania major promastigote growth; Leishmania major promastigotes, resazurin fluorescence viability; inhibition, % at 10 µM; 200,000 tested, 9% active; AID 1063; in the data active = inhibition above about 50%;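 note: promastigotes grown with compound for 44 hours at 28 °C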
# PMI act satM6P: activators of human phosphomannose isomerase at near-saturating mannose 6-phosphate; P34949; coupled PMI enzyme assay, resazurin fluorescence, 20 min; hits give high values; 1 = untreated enzyme, 0 = substrate-free blank; activation factor at 20 µM; 190,000 tested, 0.34% active;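 active = activation factor of 2 or more at 20 µM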
#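 Material: human phosphomannose isomerase with PGI, G6PDH, diaphorase coupling enzymes / Reagent: Man-6-P substrate 1.0 mM / Dosing: single compound dose of 20 µM, 1% DMSO final / Incubation: enzyme reaction with compound 20 min at room temperature / Signal: resorufin fluorescence (Ex 544/Em 590 nm) from resazurin via diaphorase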
# * = called active by the depositor; · = no result given. An unsorted share of the library; about 10% have a hit in one of these screens.
SMILES,TNAP inh hi DEA,bIAP inhibitor,bIAP act,TNAP inh no acc,Diaph act CS,PMI activator,Diaphorase inh,TNAP act hi DEA,L major viab,PMI act satM6P
Cc1ccc(C)c2[nH]c(=O)c(CCNC(=O)C(C)(C)C)cc12,-7,-5,1.1,-11,1,0.9,2,1.1,-5,1
O=C(CN1CCCc2ccccc21)Nc1ccc(F)cc1[N+](=O)[O-],-4,0,1,-2,1,1,2,1,-3,1
COc1cc(-c2nc3ccccn3c2/N=C/c2cccc(F)c2)ccc1O,15,10,0.9,6,0.5,0.8,47,0.9,22,0.7
Cc1nn(Cc2ccc(F)cc2)c(C)c1NC(=O)CCCn1nc([N+](=O)[O-])cc1C,-6,-1,1,-15,0.9,1,8,1.1,-8,1
CCCn1c(=O)c(C(=O)Nc2nnc(CC)s2)c(O)c2ccccc21,-5,11,0.9,-5,0.7,1,26,1,·,1
CC(=O)Nc1ccc(NC(=O)c2ccc(COc3ccc4c(C)cc(=O)oc4c3)cc2)cc1,5,8,0.9,-16,1,0.8,-4,0.9,50,1
Cc1cc(C)n2cc(COc3ccccc3)nc2n1,-2,12,0.9,0,1,1.1,-1,1,-2,1.1
Cc1occc1-c1nnc(SCC(=O)N2CCN(c3ccc(F)cc3)CC2)n1C,-10,4,1,-5,0.8,1,16,1.1,9,0.9
NNC(=O)CCCNc1ncc(C(F)(F)F)cc1Cl,-3,5,1,-9,0.9,1.1,10,1,1,1
CC(C)(C)NC(=O)C(=O)NCCC1=CCCCC1,0,1,1,-3,0.9,1,8,1,-9,1
Cc1ccc(NS(=O)(=O)c2ccccc2[N+](=O)[O-])cc1C,2,-4,1,11,0.9,1.1,6,1,-4,1.1
CNc1ccc(NC(C)=O)cc1[N+](=O)[O-],19,7,0.9,5,0.9,1,11,0.8,-1,0.9
Nn1c(Cc2cccc3ccccc23)nnc1SCc1c(F)cccc1Cl,-6,4,1,-12,0.9,1,12,1.1,8,0.9
CCSC1=NC2(CCCCC2)Nc2sc3c(c21)CCCC3,-5,18,0.8,-24,0.6,1.4,37,1.1,100*,1.9
CCN(CC)S(=O)(=O)c1cccc(NC(=O)c2cc3ccccc3o2)c1,0,23,0.8,-4,0.8,0.9,22,1,81*,0.9
COCC(C)NC(=O)c1ccc(N(C)C)cc1 (centres undefined),-11,14,0.9,-7,0.8,1,17,1.1,-8,1
Cc1cc(C)c2c(n1)sc1c(N3CCN(CCO)CC3)ncnc12,-2,0,1,-10,0.9,0.8,8,1,46,0.8
Clc1cccc(C2CCN(Cc3nc(CC4CC4)no3)C2)c1 (centres undefined),-8,9,0.9,-15,0.9,0.9,14,1.1,16,0.9
CC(=O)Nc1ccc(S(=O)(=O)NC2=C(N3CCN(Cc4ccccc4)CC3)C(=O)c3ccccc3C2=O)cc1,5,34,0.7,14,0.8,1.2,21,1,99*,1.6
CCn1c(Cc2ccccc2)nnc1SCC(=O)Nc1ccc(S(N)(=O)=O)cc1,0,10,0.9,-8,0.9,1,6,1,-4,1
CC(C)CC(=O)Nc1ccccc1N1CCN(C(=O)c2ccccc2)CC1,1,3,1,-7,1,1,4,1,28,1
CC(C)Cn1c(NCCN(C)C)nc2c1c(=O)[nH]c(=O)n2C,-7,2,1,-9,1,1,0,1.1,1,1
Cc1noc(C)c1S(=O)(=O)N(C)Cc1ccccc1,-3,-3,1,-11,0.9,1.1,7,1,-1,1
Cc1ccc(C2(C)NC(=O)N(CC(=O)NCc3cccs3)C2=O)cc1 (centres undefined),-5,-19,1.2,-7,0.9,1,10,1.1,47,0.9
CC(=O)Nc1ccc(NC(=O)CC2Nc3cccc4cccc(c34)NC2=O)cc1 (centres undefined),-3,7,0.9,-2,0.2,1,77*,1,2,1.1

# One compound at a time, from the list above. Order of values: TNAP inh hi DEA, bIAP inhibitor, bIAP act, TNAP inh no acc, Diaph act CS, PMI activator, Diaphorase inh, TNAP act hi DEA, L major viab, PMI act satM6P
# Record of CC(=O)Nc1ccc(NC(=O)CC2Nc3cccc4cccc(c34)NC2=O)cc1 (centres undefined) → -3, 7, 0.9, -2, 0.2, 1, 77*, 1, 2, 1.1
# Record of Cc1ccc(C)c2[nH]c(=O)c(CCNC(=O)C(C)(C)C)cc12 → -7, -5, 1.1, -11, 1, 0.9, 2, 1.1, -5, 1
# Record of Cc1nn(Cc2ccc(F)cc2)c(C)c1NC(=O)CCCn1nc([N+](=O)[O-])cc1C → -6, -1, 1, -15, 0.9, 1, 8, 1.1, -8, 1

# Remaining list, next part
SMILES,TNAP inh hi DEA,bIAP inhibitor,bIAP act,TNAP inh no acc,Diaph act CS,PMI activator,Diaphorase inh,TNAP act hi DEA,L major viab,PMI act satM6P
COc1ccc(C(C)C)cc1S(=O)(=O)Nc1ccccn1,-3,10,0.9,-7,0.8,0.9,21,1,-1,0.9
CCOC(=O)N1CCC(N2Cc3cccc(C(=O)N4CCN(C5CCCCC5)CC4)c3C2=O)CC1,-8,-9,1.1,-17,0.9,1,13,1.1,-8,0.9
Cc1c(C(=O)NN2CCOCC2)oc2c1ccc1ccccc12,-4,-4,1,-5,1,1.2,0,1,19,1.1
COc1ccc(OC)c(NC(=O)Cn2c(=O)n(CC(=O)NCc3ccco3)c(=O)c3ccccc32)c1,-2,1,1,-16,0.8,1,20,1,-6,1
CCc1nc(N=Nc2c(O)[nH]c3ccccc23)c2c3c(sc2n1)CCC3,2,5,1,5,0.9,1.1,7,1,83*,1.1
COc1ccc(-n2c(C)c([N+](=O)[O-])c3ccc(O)c(CN(C)C)c32)cc1,8,1,1,9,0.9,0.8,11,0.9,17,0.9
Cc1cccc2nc(-c3ccccc3)nc(N[C@@H](CO)c3ccccc3)c12,-3,-3,1,-10,0.8,0.7,24,1,46,0.8
CCc1ccc2c(c1)c(N=NC1=NC(=O)CS1)c(O)n2C,10,1,1,8,0.2,1,84*,0.9,2,1.1
Oc1oc(-c2ccccc2Br)nc1/C=N/c1ccccn1,-4,-24,1.2,-11,1,1.1,-1,1,-6,1.1
CC1(C)Cc2ccccc2C(N)=C1C#N,-3,38,0.6,-11,0.9,0.9,11,1,-3,1
O=C(C1CCN(S(=O)(=O)N2CCC3(CC2)OCCO3)CC1)N1CCOCC1,-5,12,0.9,-22,0.9,1,8,1.1,-4,1
O=C1C(Cc2ccccc2)NC(=S)N1Cc1ccccc1 (centres undefined),-1,5,0.9,0,·,·,·,1,-8,·
COc1cc(/C=N\n2cnnc2)ccc1OCC(=O)Nc1ccc(C)cc1,1,5,1,-14,1,1,5,1,-1,0.9
O=C1CCc2cc(S(=O)(=O)N3CCC(C(=O)NC4CCCC4)CC3)ccc2N1,-2,1,1,3,1,1,4,1,-11,1
Cn1c(Oc2ccccc2)c(C=O)c2ccccc21,-7,5,1,-12,0.9,1,7,1.1,0,1.1
COc1ccc(OC)c(S(=O)(=O)N(C)CC(=O)N2CCN(c3ccc(F)cc3)CC2)c1,-2,-6,1.1,-3,0.9,0.9,8,1,13,0.9
Brc1ccc(C2Nc3cccc4cccc(c34)N2)s1,11,25,0.8,3,0.8,1.1,22,0.9,2,0.8
CCc1ccc(N2C(=O)C3NN=C(C(=O)OCc4ccccc4)C3C2=O)cc1 (centres undefined),-6,4,1,0,0.9,1.1,15,1.1,-6,0.9
Cc1ccc(NC(=S)Nn2cnnc2)cc1,-7,1,1,-9,0.7,0.4,31,1.1,2,0.6
CCn1c(SCC(=O)NCc2ccc3c(c2)OCO3)nnc1-c1ccncc1,-2,3,1,-12,1,1,2,1,4,1
NC(=O)c1c(NC(=O)c2cccs2)sc2c1CCCCCC2,-2,12,0.9,1,0.8,1,17,1,40,0.9
CCOc1ccc(OCc2ccc(C(=O)Nc3ccc(Cl)cn3)o2)cc1,-4,31,0.7,-7,0.7,0.9,28,1,-2,0.8
CCN1CCCC1CNC(=O)CSCc1nc(-c2ccccc2C)oc1C (centres undefined),-1,-7,1.1,-1,1,0.9,2,1,99*,1
O=C(NCCc1ccccn1)c1cc(-c2ccc(Cl)c(Cl)c2Cl)nc2ccccc12,5,10,0.9,-27,0.8,0.8,19,1,38,0.8
COc1cc(C(=O)NCC(=O)N/N=C/c2ccccn2)cc(OC)c1OC,-1,-11,1.1,-8,0.9,1,12,1,4,1

# A few values from the entries so far:
# `CCn1c(Cc2ccccc2)nnc1SCC(=O)Nc1ccc(S(N)(=O)=O)cc1` – bIAP act = 0.9
# `Cc1ccc(NS(=O)(=O)c2ccccc2[N+](=O)[O-])cc1C` – TNAP act hi DEA = 1
# `COc1cc(/C=N\n2cnnc2)ccc1OCC(=O)Nc1ccc(C)cc1` – TNAP inh hi DEA = 1
# `Oc1oc(-c2ccccc2Br)nc1/C=N/c1ccccn1` – PMI activator = 1.1

# Next compounds.
SMILES,TNAP inh hi DEA,bIAP inhibitor,bIAP act,TNAP inh no acc,Diaph act CS,PMI activator,Diaphorase inh,TNAP act hi DEA,L major viab,PMI act satM6P
O=C(c1ccccc1)c1nc2c(n1O)CCCCC2,-3,11,0.9,-8,1,0.9,3,1,-7,0.9
O=C(NP(=O)(N1CCOCC1)N1CCOCC1)C1=C(N2CCOCC2)/C(=C\c2ccccc2)CC1,-2,-12,1.1,-3,0.9,0.9,7,1,11,0.9
O=C(N/N=C/c1ccccc1OCc1ccccc1Cl)c1cccnc1,-2,1,1,2,0.8,1,17,1,91*,1
Nc1nc(NC(=O)/C=C\C(=O)O)nn1-c1ccccc1,-3,0,1,-10,0.9,1.1,12,1,-4,1.1
Cc1cccc(C)c1Nc1nnc(SCC(=O)c2ccc3c(c2)NC(=O)CO3)s1,-3,18,0.8,5,0.9,1,6,1,9,1.1
N#C/C(=C\c1c[nH]c2ccccc12)c1nnc2n1CCCCC2,3,11,0.9,-2,0.9,1,9,1,-1,1.1
O=C(NNC(=O)C1CCN(Cc2cccc(F)c2)CC1)c1cccc(Cl)c1,-2,-26,1.3,-41,0.9,0.9,10,1,64*,0.9
COc1ccc(O)c(/C=C(\C#N)C(=O)Nc2cccnc2)c1,7,21,0.8,-3,0.9,0.9,6,0.9,1,0.9
CC[n+]1c(/C=C/Nc2ccccc2)oc2ccccc21,-6,16,0.8,-3,0.9,1,14,1.1,96*,0.9
Cc1ccc(S(=O)(=O)N2CCOCC2)cc1NC(=O)COc1ccc(-c2nnco2)cc1,-5,2,1,-9,0.9,1,13,1,5,1.1
COc1cccc(/C=N/NC(=O)c2ccc(=O)n(C)c2)c1O,1,6,0.9,-138,0.9,1,8,1,81*,1.3
C/C(=N\NC(=O)c1ccc(CN2CCOCC2)cc1)c1ccc([N+](=O)[O-])cc1,-4,-10,1.1,-8,1,0.9,0,1,77*,1
Cc1ccc(NC(=O)CSc2ncnc3ccccc23)cc1S(=O)(=O)N1CCCCCC1,-2,10,0.9,-14,0.9,0.9,13,1,14,0.9
